KB-V1 MDR tox: kills drug-selected multidrug resistant KB-V1 cells; Potency, µM (highest dose often 46.1 µM), inactives show at the top dose activity change, negative = cytotoxicity, actives largely listed as cytotoxic; 400,000 tested, 3.4% active; AID 1347076; KB-V1 MDR cells viability, CellTiter-Glo, 72 h; also: potency is read from the fitted curve at half-maximal effect; % is scaled to controls: 0 for no effect and ±100 for the full control effect; nearly all actives have a fitted effect of over 60% in size
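KB-V1, DMEM (no phenol red) + 10% FBS; cpd pin-transferred, titration series; 72 h, 37 degrees C; CellTiter-Glo, luminescence. Data normalized, curve-fit.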
IL1B secr inh: inhibitors of inflammasome signaling (IL-1 beta secretion); activity change, % at 57.5 µM; 360,000 tested, 4.7% active; AID 743279; THP-1 LPS/ATP IL-1B secretion, AlphaLISA, 16 h; hits give low values; in the data active = activity change below about -50%; inconclusive = mostly about -30% to -49%; also: % is scaled to controls: 0 for no effect and ±100 for the full control effect
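THP-1 cells pretreated 1 hr with compounds (up to 57.5 uM final), then stimulated with LPS (250 ng/mL final) plus ATP (1.25 mM final); secreted IL-1B measured by AlphaLISA after 16 hr, decreased signal indicating inhibition.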
HT1080NT lethal: kills 2HG-producing HT-1080-NT fibrosarcoma cells | HT-1080-NT fibrosarcoma viability, CellTiter-Glo ATP luminescence, 48 h | Potency, µM (highest dose often 46.1 µM), without a hit: at the highest dose activity, negative = less viability, actives largely listed as cytotoxic | AID 686970 | 360,000 tested, 1.6% active;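 also: NT is the 2HG producing partner of a matched IDH1 knockdown line; potency is read from the fitted curve at half-maximal effect; 0% = DMSO-treated cells and -100% = media-only wells without cells; nearly all actives have a fitted effect of over 55% in size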
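HT-1080-NT; 750 cells/well; 5% FBS RPMI; 48 h compound, 37 degrees C; CellTiter-Glo luminescence; curve fitting and curve-class assignment.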
GLP-1R agonist: GLP-1 receptor (human) agonism; P43220; HEK293 GLP-1R CRE-luciferase, luminescence, 4-6 h; cells express a hypersensitive GLP-1R form; Potency, µM (doses to about 45.6 µM), for inactives: at the top dose activation, most hits filed as activators; 380,000 tested, 0.007% active; also: potency is read from the fitted curve at half-maximal effect; % of control where 0% means no effect
Target sequence (P43220 whole entry, looked up): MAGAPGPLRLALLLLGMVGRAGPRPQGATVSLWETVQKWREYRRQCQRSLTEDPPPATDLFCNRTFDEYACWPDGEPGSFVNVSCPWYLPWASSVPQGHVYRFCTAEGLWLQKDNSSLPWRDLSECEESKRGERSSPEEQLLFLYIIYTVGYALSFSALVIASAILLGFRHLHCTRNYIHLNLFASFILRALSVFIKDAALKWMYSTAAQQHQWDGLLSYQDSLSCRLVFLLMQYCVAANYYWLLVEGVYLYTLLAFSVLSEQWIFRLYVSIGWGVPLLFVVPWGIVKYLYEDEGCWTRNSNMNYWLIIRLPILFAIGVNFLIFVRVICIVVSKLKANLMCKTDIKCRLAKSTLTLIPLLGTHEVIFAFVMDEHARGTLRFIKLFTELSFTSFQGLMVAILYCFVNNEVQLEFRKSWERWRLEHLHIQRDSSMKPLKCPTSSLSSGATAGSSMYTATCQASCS
SW480 rerep: inducers of DNA re-replication in SW480 colon cancer cells; SW480 DNA re-replication, Hoechst DNA content imaging, 48 h; Potency, µM (highest dose often 46.1 µM), without a hit: at the highest dose re-replication activation, usual class: activators; 340,000 tested, 1.8% active; also: potency is read from the fitted curve at half-maximal effect; % of control where 0% means no effect; nearly all actives have a fitted effect of over 55% in size
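Hoechst fluorescence of nuclei (405 nm excitation, 500-530 nm emission) measured by plate-scanning imager after 48 hr compound exposure at 37 C; re-replication scored as increased number of nuclei with elevated intensity.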
KB-3-1 tox: KB-3-1 parental cell cytotoxicity | 400,000 tested, 1.4% active | Potency, µM (doses to about 46.1 µM), inactives show at the top dose activity change, negative = cytotoxic, actives largely listed as cytotoxic | KB-3-1 viability, CellTiter-Glo ATP luminescence, 72 h; also: potency is read from the fitted curve at half-maximal effect; % is scaled to controls: 0 for no effect and ±100 for the full control effect; nearly all actives have a fitted effect of over 60% in size
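KB-3-1 parental drug-naive adenocarcinoma cells in DMEM/10% FBS, incubated 72 h at 37 C with pin-transferred compounds across a concentration series. Viability by CellTiter-Glo luminescence; concentration-response curves fitted after normalization.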
DRD3 agonist: agonists of human D3 dopamine receptor; P35462; D3R DiscoveRx beta-arrestin cells, luminescence, 90 min; max activation, %; 410,000 tested, 0.58% active; AID 652048; in the data active = max activation above about 30%; also: 0% is about no effect; mostly tested at two doses, the higher about 12 µM
Target sequence (P35462 whole entry, looked up): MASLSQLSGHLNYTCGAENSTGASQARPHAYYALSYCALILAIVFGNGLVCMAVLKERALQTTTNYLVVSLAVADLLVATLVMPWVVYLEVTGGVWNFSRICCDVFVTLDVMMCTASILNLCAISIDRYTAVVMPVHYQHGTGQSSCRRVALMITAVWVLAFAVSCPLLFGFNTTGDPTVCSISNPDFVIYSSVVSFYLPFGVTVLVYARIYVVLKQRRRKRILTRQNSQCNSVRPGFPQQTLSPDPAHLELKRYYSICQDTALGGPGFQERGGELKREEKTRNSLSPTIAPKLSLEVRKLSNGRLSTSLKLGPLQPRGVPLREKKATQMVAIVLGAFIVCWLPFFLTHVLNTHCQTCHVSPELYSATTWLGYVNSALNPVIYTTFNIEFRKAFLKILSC
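Agonist mode: compounds and dopamine controls were applied to plated cells for 90 min at 37 degrees C after an overnight attachment at 1500 cells/well. Luminescent read-out followed 30 - 60 minutes at room temperature with DiscoveRx detection reagent.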
HT1080 IDH1KD tx: HT-1080 IDH1 knockdown cell toxicity (counter line). HT-1080 IDH1 knockdown viability, ATP luminescence, 48 h. Potency, µM (highest dose often 46.1 µM), for the others: at the top dose activity, negative = toxicity, actives largely listed as cytotoxic. 360,000 tested, 2% active. AID 686971;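 also: potency is read from the fitted curve at half-maximal effect; 0% = DMSO wells and -100% = cell-free medium wells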
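Cytotoxicity counter-line: IDH1KD HT-1080, 48 h, CellTiter-Glo. Curves classed by r2, magnitude and activity.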
D3 antag: D3 dopamine receptor (human) antagonism | P35462 | D3R cells, DiscoveRx beta-arrestin luminescence, antagonist mode; hits give low values | max response, negative = inhibition, % | 360,000 tested, 2.5% active | AID 652054; in the data active = max response below about -50%; inconclusive = no clear call, values can overlap the other calls; also: % is scaled to controls: 0 for no effect and ±100 for the full control effect; mostly tested at two doses, the higher about 12 µM
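Cells plated overnight at 1500 cells/well, then exposed to library compounds with dopamine controls for 90 minutes at 37 degrees C. DiscoveRx reagent added for 30–60 minutes at room temperature; luminescence read, quantitative HTS format.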
An asterisk follows results filed as active; ? = inconclusive; . = not tested or not shown; [ ] = remark or other dose. Unless noted, calls follow the shape of the dose curve; as a rule, active = well fitted curve in the direction sought with a large enough effect; inconclusive = small, poorly fitted or top-dose-only effect, or another doubt; inactive = no such curve, though single readings can be large; an effect the other way counts as inactive or inconclusive.

SMILES	KB-V1 MDR tox	IL1B secr inh	HT1080NT lethal	GLP-1R agonist	SW480 rerep	KB-3-1 tox	DRD3 agonist	HT1080 IDH1KD tx	D3 antag
CCOCCCNC(=O)C(c1ccccc1)N(Cc1ccc2c(c1)OCO2)C(=O)c1ccccc1O (stereo not drawn)	-9%	-9	5%	10%	2%	1%	-2	13%	-8
Cc1c(CNCC(C)c2ccccc2)c(C(=O)O)c(C)n1Cc1ccccc1 (stereo not drawn)	22%	14	16%	5%	-9%	-5%	-5	-2%	-11
Cc1ccccc1OCC(=O)N(Cc1nc(-c2ccccc2)no1)C(C)C	-27%	?	?	12%	-1%	1%	1	-5%[9.24 µM]	9
CCn1c(-c2cccnc2)n[nH]c1=S	0%	3	0%	-11%	-4%	-21%	-18	0%	7
CCN(C(=O)COC(=O)c1ccccc1Nc1ccccc1)c1c(N)n(Cc2ccccc2)c(=O)[nH]c1=O	30%	-50*	-29%	-2%	?	-24%	3	-23%	4
Cc1nn(C(C)C(=O)NCCCN(Cc2ccccc2)C(C)C)c(=O)c2c1sc1ccccc12 (stereo not drawn)	-2%	10	5%	-7%	?	2%	-4	1%	1
CN1CCN(C(=O)CSc2nc(-c3cccs3)cc(-c3cccs3)c2C#N)CC1	?	-28	-21%	21%	?	?	1	-14%	-26
CCN1CCN(c2cc(C)c3cc(NC(=O)CCC(=O)N4CCN(c5ccccc5OC)CC4)ccc3n2)CC1	-7%	?	?	14%	?	-26%	-25	?	?
C[C@@]12CCC3[C@@](CCC4[C@@]3(C)CCC[C@@]4(C)C(=O)N3CCCCC3)(CC1=O)C2 (stereo partly drawn)	-2%	8	7%	9%	-18%	7%	5	18%	0
NCCCC[C@@H]1NC(=O)[C@H](CCC(=O)O)NC(=O)c2cc([N+](=O)[O-])cc(I)c2OCC[C@@H](C(N)=O)NC1=O	0%	15	12%	-4%	-19%	11%	-4	2%	1
CSc1ccc(C(=O)C2CCCN(C(=O)c3cccc(N4CCOCC4)c3)C2)cc1 (stereo not drawn)	-11%	11	-13%	26%	-4%	-4%	9	-3%	16
O=C(Oc1cc2oc(=O)c3c(c2cc1Cl)CCCC3)c1cccs1	0%	38	11%	2%	30%	-2%	-3	14%	-21
COc1cccc(OC)c1C(=O)Nc1ccc(S(=O)(=O)Nc2ncccn2)cc1	-8%	46	-18%	-2%	-5%	?	6	-4%	-22
COC(=O)c1c(NC(=O)CN2CCC3(O)CCCCC3C2c2ccc(OC)cc2OC)sc(C)c1C (stereo not drawn)	?	-6	5%	-1%	5%	2%	-2	-18%	-5
CCCOc1ccc(NC(N)=O)cc1OCCC	0%	12	16%	1%	-6%	3%	5	15%	11
CCOC(=O)c1c(-c2cc(OC)c(OC)c(OC)c2)csc1NC(=O)c1ccccc1	?	-13	6%	10%	.	?	21	7%	54
COc1ccc(/C=C/C(=O)c2ccc(C)c([N+](=O)[O-])c2)cc1O	?	?	-12%	-45%[inhibitor]	?	?	-6	?	-24
O=C(c1ccc(F)cc1F)N(Cc1ccccn1)Cc1ccco1	-17%	8	6%	-7%	0%	-2%	-18	2%	10
CO/N=C/c1ccc(Oc2ccc([N+](=O)[O-])cc2[N+](=O)[O-])c(OC)c1	?	-15	?	-2%	?	-5%	4	?	7
Cc1[nH]c2ccccc2c1SCc1nnc(SCc2ccccc2)n1C	-17%	-57*	-15%	1%	-1%	-8%	-21	?	-23
CCOC(=O)C1CCCN(Cc2cn[nH]c2-c2ccc(F)cc2F)C1 (stereo not drawn)	-25%	?	14%	-1%	-4%	-4%	0	15%	11
CC1=C(C)CC(C(=O)Nc2cccc(Cl)c2)C(C(=O)O)C1 (stereo not drawn)	4%	-24	1%	8%	2%	-10%	1	4%	-20
COC(=O)c1sccc1NC(=O)Nc1ccc(OC)c(OC)c1	-8%	-22	2%	-4%	-32%[inhibitor]	1%	3	-1%	13
O=C(COC(=O)c1ccc(Br)o1)Nc1cccc(S(=O)(=O)N2CCOCC2)c1	0%	-5	4%	17%	-4%	?	11	2%	-9
O=C(CCC1CCCCC1)NCCN1CCOCC1	19%	3	-2%	-4%	-16%	4%	-9	0%	-7
O=C1C=C(O)c2cccc3cccc1c23	-16%	-3	-16%	-3%	10%[1.84 µM]	10%	-9	-19%	-76*
COc1cc(NC(=O)CCC2CCCC2)cc(-n2cnnn2)c1	21µM*	-20	-5%	1%	-7%	2%	-5	15%	11
CCOC(=O)/C(C#N)=C\N(C)C	-1%	0	-6%	-2%	-2%	0%	7	-1%	13
CSc1sc(C(=O)O)c2c1C(=O)CCC2	0%	7	13%	-14%	-5%	0%	7	0%[9.24 µM]	-16
CCN(C(=O)c1ccccc1Cl)c1ccccc1	-16%	-7	0%	-2%	-1%	-7%	2	5%	14

Compounds listed so far containing a nitro group on carbon (3):
SMILES	KB-V1 MDR tox	IL1B secr inh	HT1080NT lethal	GLP-1R agonist	SW480 rerep	KB-3-1 tox	DRD3 agonist	HT1080 IDH1KD tx	D3 antag
NCCCC[C@@H]1NC(=O)[C@H](CCC(=O)O)NC(=O)c2cc([N+](=O)[O-])cc(I)c2OCC[C@@H](C(N)=O)NC1=O	0%	15	12%	-4%	-19%	11%	-4	2%	1
COc1ccc(/C=C/C(=O)c2ccc(C)c([N+](=O)[O-])c2)cc1O	?	?	-12%	-45%[inhibitor]	?	?	-6	?	-24
CO/N=C/c1ccc(Oc2ccc([N+](=O)[O-])cc2[N+](=O)[O-])c(OC)c1	?	-15	?	-2%	?	-5%	4	?	7

(list continues)
SMILES	KB-V1 MDR tox	IL1B secr inh	HT1080NT lethal	GLP-1R agonist	SW480 rerep	KB-3-1 tox	DRD3 agonist	HT1080 IDH1KD tx	D3 antag
COCCNc1nnc(SCC(=O)NC(=O)c2ccccc2OC)s1	.	6	18%	-10%	-3%	.	-7	-10%	-11
CCN(CCCNC(=O)CNC(=O)c1nn(-c2ccc(OC)c(OC)c2)c(=O)c2ccccc12)c1ccccc1	-16%	?	-19%	13%	10%	-1%	-9	-10%	3
CSc1nc(/C=C2\C=Nc3ccccc32)c(O)n1C	-11%	-4	-20%	6%	?	-3%	-7	-19%	3
COc1ccc(NC(=O)CN2CCN(c3c(C)cc(C)cc3C)CC2)cc1	-2%	-8	-7%	5%	-6%	2%	-5	-14%	7
Cc1nc(-c2ccccc2)sc1C(=O)O	-3%	23	20%	5%	-18%	24%	0	1%	11
O=C(NNC1=NS(=O)(=O)c2ccccc21)c1ccc([N+](=O)[O-])cc1	3%	14	16%	-2%	5%	-1%	-12	6%	-26
Nc1ccccc1S(=O)(=O)C(F)F	14%	31	2%	5%	-1%	2%	-4	2%	10
O=C(COc1ccccc1F)Nc1ccc2c(c1)CCC2	6%	13	10%	4%	-5%	-3%	-1	10%	96
CN(C(=O)CCN1C(=O)C(C)(C)Nc2ccccc21)c1ccccc1	-11%	-3	5%	0%	-2%	1%	-1	9%	31
CC1C/C(=N/N2C(=O)CSC2=S)CC(C)(C)C1 (stereo not drawn)	20%	28	5%	-10%	-1%	14%	-7	4%	-63*

Exported field by field: 4 of the compounds above
O=C(COc1ccccc1F)Nc1ccc2c(c1)CCC2
  KB-V1 MDR tox: 6%
  IL1B secr inh: 13
  HT1080NT lethal: 10%
  GLP-1R agonist: 4%
  SW480 rerep: -5%
  KB-3-1 tox: -3%
  DRD3 agonist: -1
  HT1080 IDH1KD tx: 10%
  D3 antag: 96

CN(C(=O)CCN1C(=O)C(C)(C)Nc2ccccc21)c1ccccc1
  KB-V1 MDR tox: -11%
  IL1B secr inh: -3
  HT1080NT lethal: 5%
  GLP-1R agonist: 0%
  SW480 rerep: -2%
  KB-3-1 tox: 1%
  DRD3 agonist: -1
  HT1080 IDH1KD tx: 9%
  D3 antag: 31

Cc1nc(-c2ccccc2)sc1C(=O)O
  KB-V1 MDR tox: -3%
  IL1B secr inh: 23
  HT1080NT lethal: 20%
  GLP-1R agonist: 5%
  SW480 rerep: -18%
  KB-3-1 tox: 24%
  DRD3 agonist: 0
  HT1080 IDH1KD tx: 1%
  D3 antag: 11

O=C(NNC1=NS(=O)(=O)c2ccccc21)c1ccc([N+](=O)[O-])cc1
  KB-V1 MDR tox: 3%
  IL1B secr inh: 14
  HT1080NT lethal: 16%
  GLP-1R agonist: -2%
  SW480 rerep: 5%
  KB-3-1 tox: -1%
  DRD3 agonist: -12
  HT1080 IDH1KD tx: 6%
  D3 antag: -26

Going on with the list:
SMILES	KB-V1 MDR tox	IL1B secr inh	HT1080NT lethal	GLP-1R agonist	SW480 rerep	KB-3-1 tox	DRD3 agonist	HT1080 IDH1KD tx	D3 antag
COc1ccc(/C=C/C(=O)OCC(=O)NC(C)CCc2ccccc2)cc1OC (stereo not drawn)	-1%	4	-4%	19%	-4%	-4%	2	-1%	-18
COc1ccccc1-n1nnnc1SCC(=O)Nc1ccccn1	16µM*	-2	6%	-9%	0%	3%	2	7%	-12
O=C(c1cccs1)N1CCN(S(=O)(=O)c2cccs2)CC1	-1%	-10	-10%	8%	-5%	-1%	-9	0%	0
COc1cc(NC(=O)CCS(=O)(=O)c2ccc3c(c2)oc(=O)n3C)cc(OC)c1	23%	5	7%	-2%	?	-2%	9	16%	15
COc1ccc(N(C(=O)C(C)C)S(=O)(=O)c2cccc3cccnc23)cc1	?	74	-6%	3%	?	-17%	-6	-6%	-15
CC(C(=O)N1CCCc2c1c(=O)oc1ccc(O)cc21)N1CCc2ccccc2C1 (stereo not drawn)	?	50	-9%	10%	-5%	-1%	-19	4%[9.24 µM]	-9
COc1cccc(NC(=O)c2ccccc2SC)c1	-3%	5	-1%	-2%	-4%	14%	0	-2%[9.24 µM]	1
Cc1cc(=O)nc2c3ccccc3n(C(C)C(=O)Nc3c(F)c(F)c(F)c(F)c3F)n12 (stereo not drawn)	?	19	-7%	2%	2%	?	4	-24%	12

No enrichment for hits (roughly 12% active in at least one column).
